GSTO1 counter – inhibitors of recombinant GSTO1, primary screen, counter-screen for RBBP9 inhibitor project, biochemical, fluorescence polarization; activity-based probe fluorescence polarization; 300,000 compounds, 1.1% hits; Glutathione S-transferase omega-1 (Homo sapiens), P78417; inhibition, % at 5.96 µM;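 active = inhibition above the campaign mean inhibition plus 3 SD, cut at about 35% in these data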;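 also: 0% = GSTO1-1 with DMSO and 100% = wells lacking GSTO1-1 enzyme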
PAFAH1B3 inh – PAFAH1B3 enzyme inhibitors, primary screen, biochemical, fluorescence polarization, human; Platelet-activating factor acetylhydrolase IB subunit alpha1 (Homo sapiens), Q15102; recombinant PAFAH1B3, FP-rhodamine probe; inhibition, % at 3.39 µM; 340,000 compounds, 0.28% hits; AID 492972, 2010;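 active = inhibition above the screen-wide average of all tested compounds plus 3 SD, cut at about 25% in these data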;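 also: 0% = enzyme with DMSO only and 100% = wells lacking PAFAH1B3 protein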
Target sequence (Q15102 whole entry, looked up): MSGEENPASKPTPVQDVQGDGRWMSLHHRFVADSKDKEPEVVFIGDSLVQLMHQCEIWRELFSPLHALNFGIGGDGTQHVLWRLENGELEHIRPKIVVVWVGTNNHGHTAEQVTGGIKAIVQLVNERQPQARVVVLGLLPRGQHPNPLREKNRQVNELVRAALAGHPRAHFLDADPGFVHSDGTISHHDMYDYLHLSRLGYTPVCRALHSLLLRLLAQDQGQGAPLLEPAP
LYPLA1 counter – LYPLA1 inhibitors, primary screen, counter-screen for PME1 inhibitor project, biochemical, fluorescence polarization, FP-Rh probe ABPP; 320,000 compounds, 0.16% hits; inhibition, % at 5.9 µM; Acyl-protein thioesterase 1 (Homo sapiens), O75608; recombinant LYPLA1;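 active = inhibition above the mean of all tested compounds plus 3 SD, set per campaign, cut at about 14% in these data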;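 also: inhibitors block serine hydrolase probe labeling of LYPLA1 so polarization falls; 0% = enzyme with DMSO and 100% = wells lacking LYPLA1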
Target sequence (O75608 whole entry, looked up): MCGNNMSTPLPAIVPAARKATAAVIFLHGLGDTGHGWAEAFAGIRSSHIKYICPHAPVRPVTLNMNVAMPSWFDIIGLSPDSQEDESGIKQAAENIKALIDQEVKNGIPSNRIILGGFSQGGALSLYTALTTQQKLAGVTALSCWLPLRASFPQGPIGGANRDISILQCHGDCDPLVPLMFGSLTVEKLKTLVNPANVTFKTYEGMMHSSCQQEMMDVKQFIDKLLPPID
PAD4 FP inh – human PAD4 inhibitors, primary screen, biochemical, fluorescence polarization, 1536-well format; Protein-arginine deiminase type-4 (Homo sapiens), Q9UM07; recombinant PAD4, RCA probe fluorescence polarization; inhibition, % at 6.36 µM; 330,000 compounds, 0.41% hits; AID 485272, 2010;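 active = percent inhibition above a cutoff equal to the mean of all tested compounds plus 3 SD, cut at about 15% in these data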;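 also: 0% = PAD4 with RCA probe and DMSO and 100% = probe without PAD4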
PME-1 primary – PME-1 inhibitors via competitive probe labeling, primary screen, biochemical, fluorescence polarization, FP-Rh probe, HTS. Protein phosphatase methylesterase 1 (Homo sapiens), Q9Y570. 320,000 compounds, 0.53% hits. inhibition, % at 5.9 µM. AID 2130, 2009. recombinant PME-1;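 active = inhibition above the campaign mean of all compounds plus 3 SD, cut at about 26% in these data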;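 also: competitive labeling of PME-1 active site by serine hydrolase directed probe; 0% = PME-1 with DMSO and 100% = wells lacking PME-1 enzyme; inhibitors block probe labeling so polarization falls and inhibition rises; many of its hits are not listed in these tables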
Target sequence (Q9Y570 whole entry, looked up): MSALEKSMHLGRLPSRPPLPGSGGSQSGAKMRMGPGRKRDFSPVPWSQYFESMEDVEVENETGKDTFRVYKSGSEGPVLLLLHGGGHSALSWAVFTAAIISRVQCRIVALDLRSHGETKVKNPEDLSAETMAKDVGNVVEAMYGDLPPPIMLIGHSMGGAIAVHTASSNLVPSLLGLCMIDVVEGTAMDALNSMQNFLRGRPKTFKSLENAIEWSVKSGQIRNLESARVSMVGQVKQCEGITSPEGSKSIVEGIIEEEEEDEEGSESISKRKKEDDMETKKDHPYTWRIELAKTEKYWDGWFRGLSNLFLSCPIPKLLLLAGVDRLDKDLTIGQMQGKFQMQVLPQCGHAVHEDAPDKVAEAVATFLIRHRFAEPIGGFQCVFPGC
pPAFAH FP inh – pPAFAH enzyme inhibitors, primary screen, biochemical, fluorescence polarization, human; AID 463082, 2010; 330,000 compounds, 1.5% hits; Platelet-activating factor acetylhydrolase (Homo sapiens), Q13093; inhibition, % at 3.39 µM; recombinant pPAFAH, FP-rhodamine probe fluorescence polarization;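 active = inhibition above the mean inhibition across the screen plus 3 SD, cut at about 25% in these data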;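 also: inhibitors block binding of the rhodamine activity-based probe so polarization drops; 0% = enzyme with DMSO and 100% = wells lacking pPAFAH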
PREPL inhibitor – PREPL enzyme inhibitors, primary screen, biochemical, fluorescence polarization | Prolyl endopeptidase-like (Homo sapiens), Q4J6C6 | recombinant PREPL, fluorescence polarization activity-based probe | AID 2751, 2010 | inhibition, % at 5.96 µM | 320,000 compounds, 0.68% hits; in the data active = inhibition above about 43%;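 also: 0% = enzyme with DMSO and 100% = wells lacking enzyme; many of its hits are not listed in these tables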
LYPLA2 counter – LYPLA2 inhibitors, primary screen, counter-screen for PME1 inhibitor project, biochemical, fluorescence polarization, FP-Rh probe ABPP. recombinant LYPLA2. inhibition, % at 5.9 µM. 320,000 compounds, 0.38% hits;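 active = inhibition above the screen-wide mean plus 3 SD, limit set per campaign, cut at about 26% in these data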;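 also: 0% = LYPLA2 with DMSO and 100% = wells lacking LYPLA2 enzyme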
Target sequence (O95372 whole entry, looked up): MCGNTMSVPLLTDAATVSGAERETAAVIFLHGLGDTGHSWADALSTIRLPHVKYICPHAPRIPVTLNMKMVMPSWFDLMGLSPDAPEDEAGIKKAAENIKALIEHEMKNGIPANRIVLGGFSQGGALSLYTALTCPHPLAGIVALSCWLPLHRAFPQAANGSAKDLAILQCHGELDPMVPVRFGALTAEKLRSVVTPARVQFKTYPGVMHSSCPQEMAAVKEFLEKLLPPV
PAFAH1B2 inh – PAFAH1B2 enzyme inhibitors, primary screen, biochemical, fluorescence polarization, human | AID 492953, 2010 | inhibition, % at 3.39 µM | Platelet-activating factor acetylhydrolase IB subunit alpha2 (Homo sapiens), P68402 | recombinant PAFAH1B2, FP-rhodamine activity probe | 340,000 compounds, 1.2% hits;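 active = inhibition above the mean of all tested compounds plus 3 SD, cut at about 24% in these data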;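 also: 0% = enzyme with DMSO and 100% = wells lacking PAFAH1B2; many of its hits are not listed in these tables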
Active calls of the source: *; x = no result given. An excerpt. The share of hits here may be higher or lower than overall.

SMILES	GSTO1 counter	PAFAH1B3 inh	LYPLA1 counter	PAD4 FP inh	PME-1 primary	pPAFAH FP inh	PREPL inhibitor	LYPLA2 counter	PAFAH1B2 inh
Cc1oc(C(=O)O)cc1COc1ccccc1Cl	0	2	0	3	4	7	6	-2	-2
O=S(=O)(NCCc1cccs1)c1ccc(Br)cc1	-1	2	-1	4	-15	-1	-18	2	25*
CCOC(=O)C1=C(O)C(=O)N(Cc2ccc(C(C)(C)C)cc2)CC1	6	13	-4	1	1	-3	5	-4	12
COc1cc2c(cc1OC)C(C(=O)O)C(c1cc(Br)c(O)c(OC)c1)N(C)C2=O (configuration not stated)	13	10	-3	4	-1	-2	20	-6	-2
CCOC(=O)c1c(C)n(C)c2ccc(OC(=O)c3ccoc3)cc12	-1	-1	1	-5	5	9	28	4	2
CCOc1ccc(-n2c(-c3ccccc3)c[n+]3c2CCC3)cc1	5	12	1	0	6	-2	20	-2	-2
CCOc1ccc(C(=O)NC(=S)Nc2ccccc2N2CCCCC2)cc1[N+](=O)[O-]	2	-6	-2	3	-1	-1	1	-10	-2
Nc1cc(OCC(F)(F)F)cc([N+](=O)[O-])c1	-2	2	-1	1	-4	-2	4	14	2
O=C(COc1cc(F)ccc1[N+](=O)[O-])NCCCc1ccccc1	-3	4	0	-7	9	0	4	3	5
O=C(NC1=C(Nc2ccc(F)cc2)C(=O)c2ccccc2C1=O)c1ccc(Cl)cc1	22	26*	-2	-8	3	5	34	1	13
CC(C)Cc1cc(C(=O)Nc2ccc(F)cc2F)no1	0	1	0	-4	0	-1	-5	3	4
CS(=O)(=O)N1CCC(C(=O)Nc2cc(Cl)c(Cl)cc2Cl)CC1	-8	5	-2	-3	-1	4	1	4	-2
CCCCn1c(N)c(N(CCOC)C(=O)c2ccc(N(C)S(=O)(=O)c3ccc(C)cc3)cc2)c(=O)[nH]c1=O	9	5	1	3	4	-4	-5	6	5
COCCNC(=O)c1cc2nc3c(c(C(F)(F)F)n2n1)CCc1ccccc1-3	4	4	-2	3	0	-7	10	2	2
O=C(O)CSc1sc(=S)sc1SCC(=O)O	14	4	-1	4	-2	3	6	5	2
Cc1cc(C)n(CCCO)c(=O)c1C#N	3	-4	1	3	4	2	8	0	-5
Cc1oc2ccc(O)cc2c1C(=O)c1ccc(F)cc1	-7	x	0	4	-10	-8	4	-3	x
Cc1ccc2c(CC(=O)OCc3csc(C)n3)coc2c1	1	-5	-4	6	1	2	1	2	6
COc1ccccc1N1CCN(C(=O)NCc2ccc(Cl)cc2)CC1	19	7	-1	-2	-2	-7	11	-7	0
CCc1c(C)[nH]n(CCC#N)c1=O	-6	4	2	-4	-2	5	-4	4	4
COc1ccccc1C(=O)C1CCCN(C(=O)c2cccc(Cn3cccn3)c2)C1 (configuration not stated)	-1	3	6	0	15	8	2	-1	8
CCC1Oc2ccccc2N(CC(=O)NC2CCCCC2C)C1=O (configuration not stated)	19	13	-1	0	3	-1	19	-2	-2
COc1ccc(N/C=C2\CCOC2=O)cc1	-2	-4	1	-3	-1	0	1	2	0
CN1CCN(C2=C(Cl)C(=O)N(c3cccc(Cl)c3)C2=O)CC1	8	6	-5	0	-6	4	4	6	7
CCOC(=O)c1cnc(SCC(=O)Nc2cccc(OC)c2)nc1N	4	-2	3	1	3	9	0	3	-3

Ten entries from above, sorted by formula weight, largest number first.
SMILES	GSTO1 counter	PAFAH1B3 inh	LYPLA1 counter	PAD4 FP inh	PME-1 primary	pPAFAH FP inh	PREPL inhibitor	LYPLA2 counter	PAFAH1B2 inh
CCCCn1c(N)c(N(CCOC)C(=O)c2ccc(N(C)S(=O)(=O)c3ccc(C)cc3)cc2)c(=O)[nH]c1=O	9	5	1	3	4	-4	-5	6	5
CCOc1ccc(C(=O)NC(=S)Nc2ccccc2N2CCCCC2)cc1[N+](=O)[O-]	2	-6	-2	3	-1	-1	1	-10	-2
O=C(NC1=C(Nc2ccc(F)cc2)C(=O)c2ccccc2C1=O)c1ccc(Cl)cc1	22	26*	-2	-8	3	5	34	1	13
COCCNC(=O)c1cc2nc3c(c(C(F)(F)F)n2n1)CCc1ccccc1-3	4	4	-2	3	0	-7	10	2	2
CCOC(=O)c1cnc(SCC(=O)Nc2cccc(OC)c2)nc1N	4	-2	3	1	3	9	0	3	-3
COc1ccccc1N1CCN(C(=O)NCc2ccc(Cl)cc2)CC1	19	7	-1	-2	-2	-7	11	-7	0
CCOC(=O)c1c(C)n(C)c2ccc(OC(=O)c3ccoc3)cc12	-1	-1	1	-5	5	9	28	4	2
Cc1ccc2c(CC(=O)OCc3csc(C)n3)coc2c1	1	-5	-4	6	1	2	1	2	6
Cc1oc2ccc(O)cc2c1C(=O)c1ccc(F)cc1	-7	x	0	4	-10	-8	4	-3	x
Cc1oc(C(=O)O)cc1COc1ccccc1Cl	0	2	0	3	4	7	6	-2	-2

Next part
SMILES	GSTO1 counter	PAFAH1B3 inh	LYPLA1 counter	PAD4 FP inh	PME-1 primary	pPAFAH FP inh	PREPL inhibitor	LYPLA2 counter	PAFAH1B2 inh
Cc1nc2ccc(NC(=O)Cc3cccc(F)c3)cc2s1	2	5	-2	0	4	2	-6	0	-3
COc1cc(C(=O)COC(=O)C2CC2(Cl)Cl)cc(OC)c1OC (configuration not stated)	x	7	x	2	x	3	8	x	10
O=C(/C=C\Nc1ccc2c(c1)OCO2)c1cccs1	-2	10	-3	-4	14	-1	4	-5	0
Cc1ccc(S(=O)(=O)c2c(N)n(-c3ccccc3)c3nc4ccccc4nc23)cc1	7	-2	-4	-2	10	-2	-4	-7	-3
O=C(CSc1nnc(-c2cccnc2)n1-c1ccc(F)cc1)NCc1ccc2c(c1)OCO2	8	10	-1	3	0	-3	1	0	0
O=C(CNC(=O)c1ccccc1)NC1(C(=O)NC2CCCCC2)CCCCC1	1	3	0	2	2	2	25	3	3
O=C(NCc1cccnc1)NC1(C(F)(F)F)Oc2ccccc2O1	41*	6	3	-5	7	-1	-1	3	9
O=c1cc(-c2ccco2)nc(SCc2cccc(Cl)c2)[nH]1	-3	2	-5	-11	-6	5	10	-7	-3
COc1ccc(NC(=O)CN(C)C2=NS(=O)(=O)c3ccccc32)cc1Cl	x	12	x	3	x	5	4	x	5
O=C(Cn1nnc(-c2ccccc2-n2cnnn2)n1)N1CCCCC1	1	4	-1	-1	-1	3	1	10	7
O=C(Nc1ccc(NC(=O)c2cccs2)cc1)c1ccco1	-4	1	-3	6	-4	-5	-12	-6	2
NC(=O)CC(NC(=O)Cc1ccc(Cl)cc1)c1ccc(NCCCN2CCCC2=O)c([N+](=O)[O-])c1 (configuration not stated)	23	12	1	2	1	-5	2	-5	10
N#Cc1ccccc1NC(=O)CSc1nnc(-c2ccncc2)o1	-4	15	1	2	3	0	10	8	7
Cc1cc(C)c2c3c(sc2n1)C(=O)N(c1ccccc1C)CC(=O)N3	0	14	-1	6	-1	1	5	-1	3
Cc1nc(CCN2C(=O)c3ccccc3C2=O)cs1	-5	5	0	0	0	5	0	0	-1
Cc1cc(C)cc(NC(=O)c2cc(Cl)sc2Cl)c1	-6	-1	-4	0	4	-3	9	-2	1
COc1ccc(/C=N/OCC(=O)N2CCCC2)c(OC)c1	-4	-2	2	-1	0	1	10	-1	-2
O=C(COC(=O)c1cc(S(=O)(=O)N2CCOCC2)ccc1F)NCc1ccc2c(c1)OCO2	x	9	x	3	x	10	1	x	8
O=C(NCCN1CCN(S(=O)(=O)c2ccc(F)cc2)CC1)C(=O)NCc1ccccc1	5	9	0	-1	-1	7	0	0	8
COc1cc(S(=O)(=O)N2CCCCCC2)ccc1Cl	-2	0	2	-3	-15	0	8	10	2
COc1ccccc1Nc1nnc(SCC(=O)NC2CC2)s1	x	0	-1	2	6	-3	8	0	2
O=C(CCCC(=O)OCC(=O)c1ccc(F)cc1)Nc1cc(C(F)(F)F)ccc1Cl	9	4	0	-11	2	11	0	14	2
COc1cccc(CNC(=O)CCC2CCCN(C(=O)c3cccc(Cl)c3)C2)c1 (configuration not stated)	6	1	4	1	4	19	-3	6	1
N#C/C(C(=O)N1CCOCC1)=c1/s/c(=C\c2ccccn2)c(=O)n1-c1ccccc1	2	5	-3	3	1	-1	13	-1	4
CCOC(=O)N1CCN(Cc2nc(N)nc(Nc3ccc(Oc4ccccc4)cc3)n2)CC1	-6	4	3	0	-6	17	20	6	3
Next part
SMILES	GSTO1 counter	PAFAH1B3 inh	LYPLA1 counter	PAD4 FP inh	PME-1 primary	pPAFAH FP inh	PREPL inhibitor	LYPLA2 counter	PAFAH1B2 inh
COC(=O)c1ccc(Cl)c(NC(=O)c2cccc([N+](=O)[O-])c2C)c1	1	8	4	-3	-1	0	10	1	-2
N/C(=N\OC(=O)COc1ccc2ccccc2c1Br)c1ccccn1	-2	2	-6	-4	-1	-3	25	1	11
O=C1C(=Cc2cccn2-c2ccccc2)C(=O)c2ccccc21	5	6	6	-5	-3	6	-9	14	1
CN1CCN(C(=O)c2ccc(C3SCC(=O)N3Cc3ccco3)cc2)CC1 (configuration not stated)	0	-3	-1	-3	-4	-1	-29	2	3
CC(C)CC(=O)Nc1cccc2c1C(=O)N(c1ccccc1)C2=O	-3	4	1	-1	-2	5	19	12	7
CNC(=S)N1CCN(c2nc(-c3ccc(Cl)cc3)cs2)CC1	5	3	-1	2	1	4	28	-1	0
Cc1cccc(OCCCCN2CCNCC2)c1	1	10	3	-1	2	1	4	2	3
CCn1c(CN2CCOCC2)nnc1SCC(=O)Nc1ccccc1Cl	2	-1	-7	-1	0	0	-6	-5	3
CC(C)OCCCn1c(SC(C)C(=O)NC2CC2)nc2ccccc2c1=O (configuration not stated)	4	7	3	1	2	2	-5	3	0
CCOC(=O)C1CCN(c2ncnc3c2oc2ccc(Br)cc23)CC1	-1	-4	0	-4	2	1	19	3	0
Cc1ccc(NC(=O)c2ccc3ccccc3n2)cc1S(=O)(=O)N1CCOCC1	-6	0	-7	-3	-4	0	10	-13	1
Cc1cc(=O)oc2c(N)c(O)ccc12	2	0	0	1	-1	6	12	-3	-1
O=C(NCc1ccccc1)c1onc(CSc2ccccc2)c1C(=O)NCc1ccccc1	-6	-5	-21	-1	-24	-13	5	-40	-3
O=C(COC(=O)[C@@H]1CC(O)CN1S(=O)(=O)c1ccc(Cl)c(Cl)c1)NC(=O)NCc1ccccc1 (some centres not stated)	x	2	x	1	x	8	-12	x	6
O=[N+]([O-])C1C(c2ccccc2)=NOC1c1ccccc1O (configuration not stated)	0	6	0	3	-7	1	-7	0	3
CCOc1ccccc1C(=O)N1CCOCC1	-1	17	6	2	-4	3	-2	1	2

Compound activity deposited in PubChem BioAssay by The Scripps Research Institute Molecular Screening Center.
